Screening data from PubChem BioAssay.
SRC2 TRFRET art = TR-FRET artefact, counter-screen to PPARgamma/SRC-2 agonist assay; AID 1049; actives 0.4% (n = 200,000); TR-FRET ratio at 8 µM; stronger effect = higher value; in the data active = TR-FRET ratio above about 2000; also: inactives centre near 1500; reference of the scale not given here
Diaph act CS = diaphorase activation or chemical reduction counter-screen | Diaphorase/resazurin coupled assay, resorufin fluorescence, 16 min; stronger effect = higher value; 1 = vehicle wells, 0 = NADH-free wells | activation factor at 20 µM | actives 0.005% (n = 190,000) | AID 1229;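 active = diaphorase activity raised at least twofold by the compound at 20 µM; inactive = activation factor below 2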
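Test system: Clostridium kluyveri diaphorase, purified enzyme; input: enzyme 0.07 U/mL final; buffer or medium: 50 mM HEPES pH 7.4 with 4.542 mM MgCl2, 0.005% Tween 20; also added: 0.114 mM NADH and 0.1 mM resazurin, final amounts; schedule: 16 min enzyme reaction, ambient temperature; technique: fluorescence of resorufin, 544 nm excitation, 590 nm emission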
ROMK primary = human ROMK K+ channel modulation, primary screen; P48048; Tet-inducible ROMK, thallium flux fluorescence; actives lie on both sides; B-score at 10 µM; actives 2% (n = 130,000); AID 1918;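 active = signal ratio slope over the read window, or its plate-corrected B-score, at least 3 SD from the plate mean, either direction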;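 also: B-score of the F/F0 ratio slope over 7 to 12 s after thallium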
PPARg SRC1 recr = PPARgamma-driven SRC-1 recruitment agonism; P37231; PPARgamma-SRC-1 coactivator recruitment biochemical assay; activation, % at 8 µM; actives 0.41% (n = 200,000); AID 631; in the data active = activation above about 19%;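 also: 0% = DMSO and 100% = reference agonist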
Target sequence (P37231 whole entry, looked up): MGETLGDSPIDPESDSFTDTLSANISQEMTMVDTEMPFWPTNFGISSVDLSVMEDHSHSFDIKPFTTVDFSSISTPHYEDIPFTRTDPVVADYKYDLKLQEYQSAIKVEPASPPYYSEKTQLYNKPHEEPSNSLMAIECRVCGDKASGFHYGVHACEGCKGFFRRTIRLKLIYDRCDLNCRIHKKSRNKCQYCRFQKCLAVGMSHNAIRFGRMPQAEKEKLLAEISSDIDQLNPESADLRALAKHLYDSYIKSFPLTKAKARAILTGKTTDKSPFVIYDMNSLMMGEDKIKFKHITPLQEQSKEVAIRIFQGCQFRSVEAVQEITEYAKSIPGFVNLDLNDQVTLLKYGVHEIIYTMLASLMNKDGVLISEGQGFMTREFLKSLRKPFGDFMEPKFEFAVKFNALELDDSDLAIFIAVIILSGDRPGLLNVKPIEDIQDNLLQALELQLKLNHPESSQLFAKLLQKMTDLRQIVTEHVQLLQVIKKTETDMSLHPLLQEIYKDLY
G6PDH CS = counter-screen for G6PDH assay hits: L. mesenteroides G6PDH inhibition; Purified L. mesenteroides G6PDH, diaphorase/resazurin coupled fluorescence, 45 min; inhibition, % at 5 µM; actives 0.12% (n = 200,000); AID 1020; in the data active = inhibition above about 50%
PPARg SRC-2 ag = PPARgamma-driven SRC-2 recruitment agonism; P37231; PPARgamma LBD-SRC-2 recruitment, biochemical; activation, % at 8 µM; actives 0.34% (n = 200,000); in the data active = activation above about 22%;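 also: 0% = vehicle and 100% = reference agonist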
Diaphorase inh = counter-screen for diaphorase-based assays: diaphorase inhibitors and chemical oxidizers. diaphorase resazurin-to-resorufin fluorescence, NADH, 16 min; bacterial (C. kluyveri) enzyme, not human. inhibition, % at 20 µM. actives 0.69% (n = 190,000). AID 1217;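 active = primary screen inhibition at 20 µM above a set limit, cut at about 50% in these data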;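 also: plate controls were DMSO with full reaction for no effect and wells lacking NADH for full effect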
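Test system: diaphorase enzyme from Clostridium kluyveri; amount: diaphorase at 0.14 U/mL in enzyme working solution; detection: fluorescence of resorufin formed from resazurin, Ex 544/Em 590 nm; times: reaction incubation of 16 min at room temperature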
PPARg SRC-3 ag = agonists of human PPARgamma SRC-3 coactivator recruitment; biochemical PPARgamma/SRC-3 coactivator recruitment assay; activation, % at 8 µM; actives 0.26% (n = 200,000); in the data active = activation above about 23%;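 also: 0% = DMSO and 100% = reference agonist; some compounds past the cut are filed as inactive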
PMI act satM6P = increases human PMI activity with near-saturating mannose 6-phosphate. coupled PMI enzyme assay, resazurin fluorescence, 20 min; stronger effect = higher value; 1 = untreated enzyme, 0 = substrate-free blank. activation factor at 20 µM. actives 0.34% (n = 190,000). AID 1216;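 active = activation factor of 2 or more at 20 µM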
Target sequence (P34949 whole entry, looked up): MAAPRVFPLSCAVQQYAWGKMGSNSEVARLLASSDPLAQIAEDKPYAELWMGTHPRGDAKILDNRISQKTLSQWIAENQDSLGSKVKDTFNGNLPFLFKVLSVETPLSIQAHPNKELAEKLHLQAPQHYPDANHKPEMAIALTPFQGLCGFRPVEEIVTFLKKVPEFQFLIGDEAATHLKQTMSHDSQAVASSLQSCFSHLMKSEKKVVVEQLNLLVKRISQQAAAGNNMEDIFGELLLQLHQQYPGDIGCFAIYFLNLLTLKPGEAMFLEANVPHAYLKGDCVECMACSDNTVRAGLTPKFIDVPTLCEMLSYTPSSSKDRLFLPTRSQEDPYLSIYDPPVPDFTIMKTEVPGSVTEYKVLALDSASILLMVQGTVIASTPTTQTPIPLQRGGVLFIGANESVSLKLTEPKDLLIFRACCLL
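Test system: human phosphomannose isomerase with PGI, G6PDH, diaphorase coupling enzymes; amount: 15 ng/mL PMI; incubation: enzyme reaction with compound 20 min at room temperature; technique: resorufin fluorescence (Ex 544/Em 590 nm) from resazurin via diaphorase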
PMI activator = phosphomannose isomerase (human) activation. AID 1214. purified human PMI, coupled resazurin fluorescence, 20 min; stronger effect = higher value; 1 = vehicle control, 0 substrate-free wells. P34949. activation factor at 20 µM. actives 0.005% (n = 190,000);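 active = activation factor of 2 or more at 20 µM, relative to plate controls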
S1P3 antagonist = blocks the human S1P3 receptor; Q99500; CHO S1P3 NFAT-BLA reporter, FRET fluorescence, antagonist mode; inhibition, % at 4.98 µM; actives 0.27% (n = 170,000);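 active = inhibition above the plate cutoff, the mean inhibition of test wells on that plate plus 3 SD, cut at about 28% in these data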;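 also: cells challenged with S1P at its EC80 of 0.8 µM; blue over green emission ratio from cleaved BLA substrate after 4 h stimulation; 0% = S1P-stimulated wells and 100% = unstimulated DMSO-only wells; some compounds past the cut are filed as inactive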
* marks the source's active call; other numbers are inactive results; x = no result given; & = joins results of further samples.

SMILES	SRC2 TRFRET art	Diaph act CS	ROMK primary	PPARg SRC1 recr	G6PDH CS	PPARg SRC-2 ag	Diaphorase inh	PPARg SRC-3 ag	PMI act satM6P	PMI activator	S1P3 antagonist
O=C(CSc1ccc2ccccc2c1Br)Nc1cccc(S(=O)(=O)NC2=NCCCCC2)c1	1866	0.8	-0.41	6	-8	13	19	10	0.9	0.8	-4
CS(=O)(=O)N1CCN(c2ccc(Cl)cc2[N+](=O)[O-])CC1	1782	1	-0.23	6	-4	5	5	8	1.2	1	-15
COc1ccccc1NC(=O)C1CCCN(S(=O)(=O)c2cnc[nH]2)C1 (stereo not given)	1508	0.9	x	2	6	-1	11	2	0.9	0.9	21
Cc1[nH]c2ccccc2c1SCC(=O)N1CCCCCC1	1808	0.8	-0.085	3	3	6	16	3	1	0.9	-1
O=C(Nc1cccc(C(=O)N2CCN(c3ccc(F)cc3)CC2)c1)c1ccccc1	1661	0.7	0.074	12	6	4	32	3	0.8	0.8	13
CCOC(=O)c1c(NC(=O)/C=C/c2ccco2)sc(C)c1C	1451	0.9	x	9	7	4	13	6	1.1	1	x
Cc1cc(Cl)ccc1Oc1ncc(-c2ccc(Cl)cc2)cn1	1549	0.8	x	-3	5	4	20	3	0.9	0.9	x
CCCCn1c(SCC(=O)OC)nc2c1c(=O)n(C)c(=O)n2C	1616	0.9	x	5	12	-3	5	7	1.1	1.1	0
C[C@]12CCC(=O)C=C1CC[C@@H]1[C@@H]2[C@@H](O)C[C@@]2(C)[C@H]1CC[C@]2(O)C(=O)COC(=O)CCC(=O)O	1599&1535	0.9	0.13	12&4	11	-1&9	14	5&4	1	1	-8&5
CCNC(=S)N1C2CCC1CC(NC(=O)NC1CCCCC1)C2 (stereo not given)	1602	0.8	x	1	-13	-5	20	-2	0.8	0.9	x
Cc1ccc(/C=c2\sc3n(c2=O)CN(c2ccc(Br)cc2)CN=3)o1	1305	0.8	-1.7	-4	-2	1	19	14	0.8	1	x
O=C(c1cccs1)n1nc(-c2ccccc2)nc1NCc1ccc(F)cc1	1562	0.9	x	6	5	4	15	2	0.9	0.8	x
O=C(O)C(Cc1ccccc1)NS(=O)(=O)c1ccc2c(c1)OCCO2 (stereo not given)	1530	1	x	4	6	-2	4	-5	1.1	1	x
Cc1noc(C)c1CSc1ncnc2sc3c(c12)CCC(C)C3 (stereo not given)	1554	0.9	0.5	-7	-3	5	15	-1	0.9	0.9	10
Clc1cnc(N/N=C/c2cccs2)c(Cl)c1	1382	0.9	x	9	-5	-5	11	0	1	1	x
CCC(CC)NC(=O)CSc1nnc(-c2ccc(OC)cc2)n1C(C)C	1746	1	0.4	4	7	12	3	6	1.1	1.1	x
CC(=O)Nc1ccc(S(=O)(=O)NNC(=O)COc2cc(C)ccc2C(C)C)cc1	1608	1	0.094	-4	12	11	-4	-1	1.2	1	x
c1ccc(OCCSc2nnnn2C2CCCCC2)cc1	1640	0.8	x	8	1	6	16	-2	1	1	-5
Oc1ccc(/C=N/n2cc(-c3ccccc3)[nH]c2=S)cc1	1460	0.5	0.23	5	-12	8	53*	3	0.9	0.9	-6
CC(=O)Nc1ccc(C(=O)CSc2cc(C)c3cccc(C)c3n2)cc1	1615	0.8	x	-4	-7	0	24	0	0.8	0.8	-7
OCc1cn(-c2ccccc2)nn1	1602	1	0.038	9	-3	4	1	0	1	1	-2
CC(=O)Nc1ccc(C(=O)NNC(=O)c2cc([N+](=O)[O-])cc([N+](=O)[O-])c2)cc1	1418	0.9	0.73	0	5	4	11	5	0.9	1	-21
O=C(NCCCN1CCOCC1)c1cc(-c2ccc(F)cc2)on1	1559	1.1	x	1	-4	5	-5	-2	1.1	1.1	21
Cc1cc(C)cc(-n2ccnc2SCC(=O)Nc2ccc3c(c2)OCCO3)c1	1571	0.8	x	2	-23	5	18	-6	1	0.8	29
COC(=O)c1cccc(Cn2cc([N+](=O)[O-])cn2)c1	1257	1	0.042	2	0	0	-3	3	1	1	1
CCc1ccc(C(=O)c2ccccc2C(=O)O)s1	1608	1.1	x	10	3	7	-8	7	1.1	1	x
Cc1ccc2nc(COc3ccc(Cl)cc3)cc(=O)n2c1	1538	0.9	-0.71	7	-4	3	14	2	0.9	0.9	-10
CCn1c(NC(=O)c2ccc(COc3ccc(C)cc3[N+](=O)[O-])o2)nc2ccccc21	1422	1	x	2	1	0	-3	4	1.1	1.1	x
CCOC(=O)N1CCN(C(=O)c2cccn3c(=O)c4cc(Cl)ccc4nc23)CC1	1668	0.9	x	-3	7	3	12	8	0.9	0.9	x
CCN(CC)CP(=O)(c1ccccc1)c1ccccc1	1506	0.9	-0.18	8	0	4	9	15	1	1.2	-2
O=S(=O)(Nc1cccnc1)c1cccc(C(F)(F)F)c1	1388	1	x	-4	5	-4	3	1	1	1	-14
O=C1OCCC1Sc1nc2cc(Cl)ccc2n1Cc1ccccc1 (stereo not given)	1540	0.7	x	7	0	4	28	1	0.9	0.9	x
Cc1ccc(CNC(=O)C23CN(Cc4ccccc4)CC2C(c2ccc([N+](=O)[O-])cc2)=NO3)o1 (stereo not given)	1445	0.7	x	0	8	1	28	0	1	1	x
Cn1c(SC/C=C/c2ccccc2)nnc1-c1ccco1	1384	0.9	x	1	3	3	11	2	0.9	1	-15
CCCOc1ccc(-c2nnc(-c3ccncc3)o2)cc1	1459	1	-0.68	-4	0	5	5	-4	1	1	3
CN(C)c1ccc2c(=O)[nH][nH]c(=O)c2c1	1517	0.9	0.29	6	-1	-3	11	6	0.8	0.9	1

Shown with values under each structure: 3 of the compounds above.
Order of results – SRC2 TRFRET art | Diaph act CS | ROMK primary | PPARg SRC1 recr | G6PDH CS | PPARg SRC-2 ag | Diaphorase inh | PPARg SRC-3 ag | PMI act satM6P | PMI activator | S1P3 antagonist
> CCc1ccc(C(=O)c2ccccc2C(=O)O)s1
 : 1608 | 1.1 | x | 10 | 3 | 7 | -8 | 7 | 1.1 | 1 | x
> CCN(CC)CP(=O)(c1ccccc1)c1ccccc1
 : 1506 | 0.9 | -0.18 | 8 | 0 | 4 | 9 | 15 | 1 | 1.2 | -2
> CN(C)c1ccc2c(=O)[nH][nH]c(=O)c2c1
 : 1517 | 0.9 | 0.29 | 6 | -1 | -3 | 11 | 6 | 0.8 | 0.9 | 1

Continuation:
SMILES	SRC2 TRFRET art	Diaph act CS	ROMK primary	PPARg SRC1 recr	G6PDH CS	PPARg SRC-2 ag	Diaphorase inh	PPARg SRC-3 ag	PMI act satM6P	PMI activator	S1P3 antagonist
CCOCc1nnc(NC(C)=O)s1	1408	0.9	x	-4	5	-10	9	-7	1	0.9	x
COCC(C)NS(=O)(=O)c1ccc(NC(=O)C(Cc2ccccc2)NC(N)=O)cc1 (stereo not given)	1503	0.8	x	3	3	6	18	14	1	1	-16
O=C(NNC(=O)c1cccnc1SCc1cccc([N+](=O)[O-])c1)c1cccnc1	1723	0.9	1.4	2	0	2	9	0	0.9	0.9	-13
COc1ccc(OC)c(NC(=O)c2cccc(Cn3cc(Br)c([N+](=O)[O-])n3)c2)c1	1409	0.7	-0.76	2	10	3	27	-2	0.8	0.8	10
Cc1ccc(-n2[nH]c(C)c(CCC#N)c2=O)cc1	1479	0.9	-0.38	6	3	-2	6	0	1	1	12
CCOc1ccc(-c2nnc3ccc(SCc4ccc(C(=O)OC)o4)nn23)cc1	1476	0.7	-0.96	-6	5	0	28	2	1	1	14
O=C(NC1CCCCC1)N1CCC(n2c(=O)[nH]c3ccccc32)CC1	x	0.8	x	x	-4	x	24	x	1	1	-27
C[C@H]1[C@H](C)CC[C@]2(C(=O)O)CC[C@]3(C)C(=CC[C@@H]4[C@@]5(C)C[C@@H](O)[C@H](O)C(C)(C)[C@@H]5CC[C@]43C)[C@H]12	1468	1.1	0.71	3	11	11	-9	1	1.1	1.2	2
CCc1cc2cc3c(cc2nc1SCC(=O)Nc1cc(OC)c(OC)cc1C(=O)O)OCO3	1567	0.8	-0.21	-1	3	6	23	1	0.7	0.9	-6
O=C(Nc1cccc(Cl)c1)c1ccc(NCC2CCCO2)c([N+](=O)[O-])c1 (stereo not given)	1705	1	-0.019	0	-29	7	1	5	1	1	-11
Cc1cc(NC(=O)CSc2nnc(Cn3c(=O)sc4ccccc43)n2-c2ccccc2C)no1	1593	1	x	3	-2	5	3	-3	1	1.1	-27
CC(/C=N/NC(=O)c1ccco1)=C\c1ccccc1	1689	0.8	-0.39	3	3	2	16	4	0.9	0.9	8
CC(C)(C)c1ccc(C(=O)NCC(=O)OCC(=O)Nc2ccc3c(c2)OCCO3)cc1	1419	0.9	-0.37	0	7	-8	7	0	1	0.9	2
CCOC(=O)CCCCC(=O)c1[nH]c(=O)[nH]c1CN1CCOCC1	1383	0.9	x	-5	0	5	12	-3	1	0.9	-20
O=C(O)C1CCCCC1C(=O)Nc1ccc(F)c(F)c1 (stereo not given)	1459	0.9	x	5	-6	-2	6	-1	1	1	13
Cc1ccoc1C(=O)NCCNc1ccc(Cl)cc1[N+](=O)[O-]	1430	0.9	0.27	-6	0	2	11	1	0.8	0.9	-6
Cc1cccc(NC(=O)c2nc[nH]c2C(=O)Nc2ccccc2[N+](=O)[O-])c1	1466	0.9	x	2	-3	-5	7	0	1	1.1	-2
COC(=O)NC(C)N1C(=O)C2C3C=CC(C3)C2C1=O (stereo not given)	1652	1	0.62	9	6	-1	-4	3	1	1	1
Cc1cc(C)n2nc(SCC(=O)NC(=O)NCc3ccco3)nc2n1	1443	1.1	0.85	0	-1	-7	-12	-2	1.2	1.3	3
CCOC(=O)c1cc(-c2ccccc2)sc1NC(=O)CN1C(=O)NC(CC)(c2ccccc2)C1=O (stereo not given)	1746	0.8	0.91	4	2	3	17	5	0.9	0.8	x
Cc1[nH]c2ccccc2c1C(=O)COC(=O)c1c(-c2ccccc2Cl)noc1C	1613	0.8	-0.07	7	-18	6	22	3	0.9	0.8	5
O=C(NCC1COc2ccccc2O1)C1C2C=CC3(CN(Cc4cccs4)C(=O)C13)O2 (stereo not given)	1475	0.9	x	1	8	-3	6	4	1.1	1	x
Cc1cc(C)n(-c2nnc(NCc3ccc(Cl)cc3)nn2)n1	1794	0.9	0.84	13	7	20	7	4	0.7	1	-12
CNC(=S)Nc1cccc(Cl)c1C	1417	0.9	0.24	10	12	-1	12	-1	0.9	0.9	-13
Cc1ccc(-n2c(N)c(C(=O)NCc3ccco3)sc2=S)cc1	1588	0.8	x	-4	3	-2	16	-5	0.9	0.9	x
COc1cccc(/C=N/NC(=O)CN(CCc2ccccc2)S(=O)(=O)c2ccc(NC(C)=O)cc2)c1	1619	0.7	x	2	-8	12	28	6	0.8	0.7	-17
CCNC(=S)N/N=C/c1c(Cl)cccc1Cl	1607	0.8	-1.3	0	10	0	15	-1	1.1	1.1	-8
